PAFAH2 inh: PAFAH2 enzyme inhibitors, primary screen, biochemical, fluorescence polarization, human. hit rate 0.99% among 340,000. AID 492956, 2010. inhibition, % at 3.39 µM. recombinant PAFAH2, FP-rhodamine activity probe. Platelet-activating factor acetylhydrolase 2, cytoplasmic (Homo sapiens), Q99487;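 active = inhibition above the mean over all tested compounds plus 3 SD, cut at about 30% in these data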;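 also: inhibitors block probe labeling of enzyme so polarization drops; 0% = enzyme with DMSO and 100% = wells lacking PAFAH2 protein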
GSTO1 counter: inhibitors of recombinant GSTO1, primary screen, counter-screen for RBBP9 inhibitor project, biochemical, fluorescence polarization. Glutathione S-transferase omega-1 (Homo sapiens), P78417. activity-based probe fluorescence polarization. inhibition, % at 5.96 µM. hit rate 1.1% among 300,000. AID 1974, 2009;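 active = inhibition above the campaign mean inhibition plus 3 SD, cut at about 35% in these data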;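 also: 0% = GSTO1-1 with DMSO and 100% = wells lacking GSTO1-1 enzyme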
Target sequence (P78417 whole entry, looked up): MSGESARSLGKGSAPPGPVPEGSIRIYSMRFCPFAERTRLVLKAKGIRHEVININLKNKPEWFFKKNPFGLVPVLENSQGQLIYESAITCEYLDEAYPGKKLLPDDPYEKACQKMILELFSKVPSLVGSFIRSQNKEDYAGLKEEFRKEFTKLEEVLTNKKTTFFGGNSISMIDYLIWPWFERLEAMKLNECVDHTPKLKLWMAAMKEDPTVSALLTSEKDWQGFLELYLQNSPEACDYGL
LYPLA1 inh: LYPLA1 inhibitors, primary screen, counter-screen for PME1 inhibitor project, biochemical, fluorescence polarization, FP-Rh probe ABPP. inhibition, % at 5.9 µM. hit rate 0.16% among 320,000. recombinant LYPLA1. AID 2174, 2009. Acyl-protein thioesterase 1 (Homo sapiens), O75608;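 active = inhibition above the mean of all tested compounds plus 3 SD, set per campaign, cut at about 14% in these data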;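 also: inhibitors block serine hydrolase probe labeling of LYPLA1 so polarization falls; 0% = enzyme with DMSO and 100% = wells lacking LYPLA1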
Target sequence (O75608 whole entry, looked up): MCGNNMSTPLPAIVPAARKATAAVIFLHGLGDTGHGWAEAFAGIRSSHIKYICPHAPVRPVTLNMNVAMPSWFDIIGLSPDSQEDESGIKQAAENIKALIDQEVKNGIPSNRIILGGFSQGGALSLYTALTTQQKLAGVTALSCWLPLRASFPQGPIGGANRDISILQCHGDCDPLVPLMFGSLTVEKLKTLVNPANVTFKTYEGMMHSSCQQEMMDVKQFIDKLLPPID
PAD4 inh: human PAD4 inhibitors, primary screen, biochemical, fluorescence polarization, 1536-well format. Protein-arginine deiminase type-4 (Homo sapiens), Q9UM07. recombinant PAD4, RCA probe fluorescence polarization. inhibition, % at 6.36 µM. hit rate 0.41% among 330,000. AID 485272, 2010;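 active = percent inhibition above a cutoff equal to the mean of all tested compounds plus 3 SD, cut at about 15% in these data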;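 also: 0% = PAD4 with RCA probe and DMSO and 100% = probe without PAD4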
pPAFAH FP inh: pPAFAH enzyme inhibitors, primary screen, biochemical, fluorescence polarization, human | hit rate 1.5% among 330,000 | inhibition, % at 3.39 µM | Platelet-activating factor acetylhydrolase (Homo sapiens), Q13093 | recombinant pPAFAH, FP-rhodamine probe fluorescence polarization | AID 463082, 2010;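 active = inhibition above the mean inhibition across the screen plus 3 SD, cut at about 25% in these data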;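 also: inhibitors block binding of the rhodamine activity-based probe so polarization drops; 0% = enzyme with DMSO and 100% = wells lacking pPAFAH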
PAFAH1B2 inh: PAFAH1B2 enzyme inhibitors, primary screen, biochemical, fluorescence polarization, human | hit rate 1.2% among 340,000 | inhibition, % at 3.39 µM | recombinant PAFAH1B2, FP-rhodamine activity probe | AID 492953, 2010 | Platelet-activating factor acetylhydrolase IB subunit alpha2 (Homo sapiens), P68402;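 active = inhibition above the mean of all tested compounds plus 3 SD, cut at about 24% in these data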;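 also: 0% = enzyme with DMSO and 100% = wells lacking PAFAH1B2; many of its hits are not listed in these tables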
PAFAH1B3 inh: PAFAH1B3 enzyme inhibitors, primary screen, biochemical, fluorescence polarization, human. AID 492972, 2010. Platelet-activating factor acetylhydrolase IB subunit alpha1 (Homo sapiens), Q15102. hit rate 0.28% among 340,000. recombinant PAFAH1B3, FP-rhodamine probe. inhibition, % at 3.39 µM;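 active = inhibition above the screen-wide average of all tested compounds plus 3 SD, cut at about 25% in these data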;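 also: 0% = enzyme with DMSO only and 100% = wells lacking PAFAH1B3 protein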
Target sequence (Q15102 whole entry, looked up): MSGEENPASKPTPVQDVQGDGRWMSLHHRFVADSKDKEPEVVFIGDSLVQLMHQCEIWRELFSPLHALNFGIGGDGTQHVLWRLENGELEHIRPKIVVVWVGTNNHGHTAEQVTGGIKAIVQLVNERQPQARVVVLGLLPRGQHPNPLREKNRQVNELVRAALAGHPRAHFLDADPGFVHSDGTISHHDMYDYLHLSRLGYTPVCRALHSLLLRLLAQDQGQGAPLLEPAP
PME-1 primary: PME-1 inhibitors via competitive probe labeling, primary screen, biochemical, fluorescence polarization, FP-Rh probe, HTS. hit rate 0.53% among 320,000. inhibition, % at 5.9 µM. Protein phosphatase methylesterase 1 (Homo sapiens), Q9Y570. recombinant PME-1;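 active = inhibition above the campaign mean of all compounds plus 3 SD, cut at about 26% in these data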;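 also: competitive labeling of PME-1 active site by serine hydrolase directed probe; 0% = PME-1 with DMSO and 100% = wells lacking PME-1 enzyme; inhibitors block probe labeling so polarization falls and inhibition rises; many of its hits are not listed in these tables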
Target sequence (Q9Y570 whole entry, looked up): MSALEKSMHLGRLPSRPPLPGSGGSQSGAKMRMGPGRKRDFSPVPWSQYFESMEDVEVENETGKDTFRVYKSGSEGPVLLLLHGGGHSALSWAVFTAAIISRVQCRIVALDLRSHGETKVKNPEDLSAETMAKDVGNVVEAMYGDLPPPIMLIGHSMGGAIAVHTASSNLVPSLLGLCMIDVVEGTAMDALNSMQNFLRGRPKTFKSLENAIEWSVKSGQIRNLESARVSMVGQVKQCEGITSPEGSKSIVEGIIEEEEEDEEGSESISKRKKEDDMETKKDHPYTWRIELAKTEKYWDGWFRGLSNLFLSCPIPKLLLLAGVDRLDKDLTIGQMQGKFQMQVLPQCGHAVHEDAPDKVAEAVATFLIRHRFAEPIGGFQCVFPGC
LYPLA2 counter: LYPLA2 inhibitors, primary screen, counter-screen for PME1 inhibitor project, biochemical, fluorescence polarization, FP-Rh probe ABPP | Acyl-protein thioesterase 2 (Homo sapiens), O95372 | recombinant LYPLA2 | inhibition, % at 5.9 µM | hit rate 0.38% among 320,000 | AID 2177, 2009;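 active = inhibition above the screen-wide mean plus 3 SD, limit set per campaign, cut at about 26% in these data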;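 also: 0% = LYPLA2 with DMSO and 100% = wells lacking LYPLA2 enzyme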
Starred values were filed as active, the others as inactive; / = not tested or not shown. A portion of the library (hit frequency here may not be typical).

SMILES	PAFAH2 inh	GSTO1 counter	LYPLA1 inh	PAD4 inh	pPAFAH FP inh	PAFAH1B2 inh	PAFAH1B3 inh	PME-1 primary	LYPLA2 counter
O=C(COC(=O)CNS(=O)(=O)c1c(Cl)cccc1Cl)Nc1ccccc1Sc1ccccc1	-2	-5	2	2	12	5	2	-1	-6
Cc1cc(C)cc(N=C2NC(=O)CS2)c1	-4	8	-2	-4	4	3	3	-3	1
CC(C)(C)NC(=O)C(c1cccs1)N(C(=O)c1csnn1)c1cccc(F)c1 (stereo not given)	-2	6	-1	-3	-5	8	9	3	-2
Cc1ccc(NC(=O)c2cc(S(=O)(=O)N3CCCC3)cn2C)cc1C	-6	-1	-4	-2	-3	-1	3	0	-4
Cc1cccc(N2CCN(C(=O)Cn3cnc4c3c(=O)n(C)c(=O)n4C)CC2)c1C	3	9	8	4	0	-1	5	0	9
Cc1ccc2cn[nH]c2c1[N+](=O)[O-]	3	5	3	0	0	4	12	-1	-4
COC(=O)C1CCN(C(=O)/C(C)=C\c2ccccc2)CC1	2	-6	2	-3	5	6	6	-2	3
CCOc1ccc(N(CC(=O)NCc2ccc(C)cc2)S(=O)(=O)c2c(C)[nH]c(=O)[nH]c2=O)cc1	10	0	3	-4	1	5	15	5	4
C/C(=N\NC(=O)CCCNc1ccccc1)c1ccncc1	-1	-1	-2	-5	-1	1	6	-6	-1
Cc1cccc(C)c1OCc1cc(C(=O)NC2CCC2)no1	-5	4	-4	-4	0	7	11	-4	-2
COc1cc(OC)nc(NC(=O)NS(=O)(=O)c2ccc(OC(F)(F)F)cc2)n1	1	-5	4	-4	1	1	4	4	-2
Cc1ccc(C(=O)/C=C/c2cc(Br)cc(Br)c2O)o1	34*	12	3	-1	31*	2	3	-4	-2
COc1ccc2sc(NC(=O)CC(C)C)nc2c1	7	3	-4	-2	1	0	11	-2	2
Brc1ccc(-c2nnc3n2-c2ccccc2CC3)cc1	-1	4	-3	1	-8	-1	-1	-7	-1
CC(OC(=O)c1ccc2c(=O)n3c(nc2c1)CCC3)C(=O)NC1CCCCC1C (stereo not given)	-7	-2	-6	2	2	3	12	-5	-6
O=C(NNC(=S)Nc1ccccc1)c1cccc(S(=O)(=O)N2CCOCC2)c1	-2	-2	2	5	3	-1	10	-3	1
Oc1ccc(C[C@H]2CNCCN2CCc2cccc3ccccc23)cc1	-2	-1	-2	-4	7	-2	9	1	-2
O=C(NC(=S)N1CCOCC1)C12CCC3CC(CC(C3)C1)C2	-11	6	-1	4	3	6	-2	0	-2
COCCN(CCOC)S(=O)(=O)c1ccc(C(=O)Nc2nnc(C)o2)cc1	-6	0	-1	-1	7	1	0	-7	0
Cc1cc(C)c2c(CN3CCCCC3)cc(=O)oc2c1	0	-2	-5	-4	5	0	-1	0	1
O=C(CCC1CCCN(C(=O)CC2=CCCCC2)C1)N1CCN(c2ccccn2)CC1 (stereo not given)	-3	7	3	-8	0	10	-2	-3	-3
O=C(CN(C(=O)c1csnn1)c1ccc(F)c(Cl)c1)NCc1ccccc1	2	0	-4	-2	-1	-1	-2	-7	-5
CCO[C@@H]1OC(C(=O)NCc2ccccc2)=C[C@H](C2CCCCC2)[C@H]1CCCO	9	2	0	6	8	-4	-2	6	6
CC(=O)Oc1ccccc1N(C(C)=O)S(=O)(=O)c1cccc([N+](=O)[O-])c1	8	17	-1	3	1	8	0	3	-1
COc1ccc(C(=O)NC2(C(F)(F)F)C(=O)N(Cc3ccco3)C3=C2C(=O)CC(C)(C)C3)cc1OC (stereo not given)	-8	-6	3	-4	4	3	11	-4	11
CCc1nc(NCC(C)C)c(C#N)c2c1COC(C)(C)C2	-9	3	0	-1	5	9	2	-2	8
CC1(C)OC2OC(C(=O)N/N=C/c3ccccc3F)C3OC(C)(C)OC3C2O1 (stereo not given)	4	0	-1	6	2	3	-3	-1	5
CC(C)Oc1cccc(C(=O)Nc2ccc(Br)cc2F)c1	10	-5	-7	0	0	0	0	-3	-3
COc1cccc(C2=CC(=O)C[C@H](c3ccc(Cl)cc3)C2)c1	5	/	0	-3	3	6	7	16	1
COc1ccc(Br)cc1CNC(=O)C1CCN(S(=O)(=O)N2CCCCC2)CC1	0	2	-6	-2	3	-4	1	13	-4
CCN(CC)C(=O)/C(=C\c1ccc2c(c1)OCO2)NC(=O)c1ccc(Br)cc1	-2	-2	2	-3	-7	1	6	-2	-6
NC1=C(Br)C(=O)c2ccccc2C1=O	6	66*	1	4	0	5	14	7	2
COc1ccc(SCCN2CC[C@@H](NC(=O)OCc3ccccc3)CCC2=O)cc1	8	/	1	1	3	12	14	0	9
CCCCn1c(CNC(C)=O)nc2ccccc21	6	5	-4	4	2	1	-1	-2	-9
CCOC(=O)CC(NC(=O)c1ccco1)c1ccc(C)cc1 (stereo not given)	15	-1	-2	0	4	-1	10	-4	2
O=C(COc1ccc([N+](=O)[O-])cc1)N/N=C/c1ccccn1	-2	5	-2	-1	3	7	7	-8	4
COc1ccc(Cl)cc1NC(=O)C/C(C)=N/NC(=O)c1ccccc1[N+](=O)[O-]	-2	1	-7	4	-3	4	-2	-2	-7
O=c1[nH]c(SCc2cccc(Cl)c2)nc2ccccc12	2	-5	1	0	3	2	5	-7	0
COc1cc(NC(=O)c2ccc(F)cc2)ccc1NC(=O)c1cc2ccccc2o1	-10	2	1	4	3	-3	1	-3	5
Cc1ccc(N2CCCn3c2cc(C)c(C#N)c3=O)cc1C	-5	-6	3	-1	4	3	-1	-5	1
COc1ccc(/C=C2\N=C(SC)N(c3ccccc3OC)C2=O)cc1	9	6	1	-1	4	2	6	-9	-2
O=S1(=O)CCN2N=C(C3CC3)SC2=N1	-2	3	0	3	-1	4	5	-1	0
CCOc1ccc(OCC)c(S(=O)(=O)N2CCCCC2)c1	-9	14	2	-2	4	5	-2	-1	7
Cn1c(-c2ccc(F)cc2)cnc1NCc1ccc(F)cc1	-10	7	1	-5	3	1	3	1	2
O=C(Nc1ccccc1Cl)Nc1ccccc1Cl	10	3	0	1	-3	-1	-1	1	6
CC(=O)Nc1ccc(N=Nc2ccccc2)cc1	0	-2	-9	0	0	3	7	1	-7
CCC(=O)Nc1ccc(C=C(C(C)=O)C(C)=O)cc1	1	8	2	0	6	-1	9	8	7
O=S(=O)(c1ccc(Cl)cc1)N1CCCC1c1nc(-c2ccc(Cl)cc2)no1 (stereo not given)	-4	1	-5	2	-11	3	11	-5	-10
CCOCCCNC(=O)c1c[nH]c2ccc(OCC)cc2c1=O	-2	0	-1	-5	-2	5	2	7	0
O=C(Nc1cccc(C(F)(F)F)c1)OCc1ccncc1	-2	7	-2	-2	-5	3	13	0	6
Next part
SMILES	PAFAH2 inh	GSTO1 counter	LYPLA1 inh	PAD4 inh	pPAFAH FP inh	PAFAH1B2 inh	PAFAH1B3 inh	PME-1 primary	LYPLA2 counter
CS(=O)(=O)c1ccc(C(=O)NC(Cc2ccccc2)c2ccccc2)cc1 (stereo not given)	12	-4	2	2	3	7	-4	-4	4
O=S(=O)(Nc1nc(-c2sccc2Cl)cs1)c1cc(Cl)ccc1Cl	42*	40*	-2	-9	47*	4	0	13	-5
CC(=O)NCc1cc(-c2nn(C)c(=O)c3ccccc23)ccc1C	-13	3	-5	-2	0	-4	-6	-5	-9
C(=N\N(Cc1ccccc1)c1ccccc1)/c1ccco1	-5	-2	1	-4	-4	0	0	-3	2
CCOC(=O)C1(P(=O)(c2ccccc2)c2ccccc2)CCC1	-7	-6	5	-5	-5	-3	-2	2	10
COCCNC(=O)CN(Cc1cccs1)C(=O)CCC(=O)Nc1nccs1	-3	1	3	-5	2	0	7	-3	-1
CCN(CC(=O)Nc1c(F)cccc1F)C(=O)C1CCCN(C(=O)c2ccc(Cl)cc2)C1 (stereo not given)	-4	-2	2	-2	4	-1	5	2	-2
COc1ccccc1N(CC(=O)Nc1ccc(Cc2ccncc2)cc1)S(=O)(=O)c1ccccc1	-6	0	-3	0	-3	5	-2	-3	-4
CCCCc1c(O)n2c(nc3ccccc32)[nH]c1=O	2	-21	-1	-5	4	4	5	5	4
CCOc1ccc(NS(=O)(=O)c2c(C)nc3sccn3c2=O)cc1	-2	-2	-1	1	-3	0	-1	-4	1
Cc1cc(-n2c(SCC(=O)Nc3ccc(F)c(F)c3)nc3n[nH]c(C)c3c2=N)ccc1Cl	-17	-11	-16	-8	-8	-3	-6	-19	-29
COc1cc(NC(=O)C2CCCN2S(=O)(=O)c2cccc3cccnc23)cc(OC)c1OC (stereo not given)	4	-2	0	-3	2	9	4	6	-4
COc1ccc(Nc2cc(C)c3ccc(O)cc3n2)cc1	-2	-1	2	1	4	1	7	10	3
CCN1CCN(c2cc(C)c3cc(NC(=S)N4CCN(c5ccccc5)CC4)ccc3n2)CC1	0	-1	-6	-2	2	3	4	0	-3
CSc1nc(C)c(Cc2ccccc2)c(=O)[nH]1	-1	-3	-4	-4	0	7	4	-5	4
CSc1nsc(SC)c1NC(=O)OCc1ccccc1	-11	0	0	-2	2	-5	-5	1	4
Cc1onc(-c2ccccc2)c1C(=O)N1CCN(c2ccccn2)CC1	5	-1	5	3	2	2	4	4	2
O=C(NCc1ccc(Cl)cc1)C1CCN(S(=O)(=O)c2cccs2)CC1	-1	4	2	3	7	8	2	11	7
COc1cccc(NC(=O)C2CCN(S(=O)(=O)c3ccc4[nH]c(=O)oc4c3)CC2)c1	0	0	0	-1	6	2	-1	-1	6
COc1ccc(C)cc1NC(=O)CN(c1ccccc1F)S(C)(=O)=O	-12	0	1	-5	6	0	-6	-1	3
COC(=O)c1ccccc1NC(=O)Nc1cccnc1	0	2	2	-4	7	4	9	-7	-1
Cc1cc(Nc2cc(Cl)nc(Sc3ccc(NC(=O)C4CC4)cc3)n2)n[nH]1	-1	-14	-19	-2	7	9	11	4	-7
Cc1ccc(CNC(=O)CC(C)S(=O)(=O)c2ccc3c(c2)NC(=O)C(C)S3)cc1 (stereo not given)	-3	-2	0	1	6	7	1	2	2
CC(C)Nc1nnc(SC(C)C(=O)N(C)C2CCCCC2)s1 (stereo not given)	10	0	5	-6	7	10	8	3	7
Cc1ccc(S(=O)(=O)N2CCN(C(=O)Cn3c(=O)oc4ccccc43)CC2)c(C)c1	-1	/	-1	2	1	4	2	10	5
Cc1cccc(NS(=O)(=O)c2cc3c(cc2C)NC(=O)CO3)c1	3	-2	-1	-2	2	-2	-2	-1	2
Cc1cc([N+](=O)[O-])nn1CC(=O)Nc1cc(F)ccc1F	-1	2	-2	1	6	2	2	4	5
COC(=O)CNC(=O)c1cn(CC(C)C)c(=O)c2cc(OC)c(OC)cc12	-3	12	-1	6	4	1	9	-7	6
